GAA inhib – qHTS Assay for Inhibitors of Human alpha-Glucosidase as a Potential Chaperone Treatment of Pompe Disease | Potency, µM (top dose mostly 76.9 µM), without a hit: top-dose activity change, negative = inhibition, actives largely listed as inhibitors | AID 1466, 2008 | purified human GAA, 4-MU-alpha-glucoside fluorescence | 200,000 tested, 0.005% active;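 further: plate controls were uninhibited enzyme wells for no effect and no-enzyme background for full effect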
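Enzyme (4 nM final) mixed with compound (up to 77 uM), then 4-MU-alpha-D-pyranoside (400 uM final) added; 20 min at room temperature, pH 5.0. Reaction stopped at pH 10, fluorescence read, AC50 derived by Hill fit.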
NPSR antag – qHTS Assay for Antagonists of the Neuropeptide S Receptor: cAMP Signal Transduction; Q6W5P4; CHO-NPSR cells, cAMP TR-FRET, antagonist mode; Potency, µM (top dose mostly 38.3 µM), inactives show at the highest dose activity change, negative = inhibition, hits mostly inhibitors; 220,000 tested, 1% active; AID 1461, 2008; further: on the % scale 0 is the no-effect control and ±100 the full control effect; nearly all actives have a fitted effect of over 50% in size; many of its hits are not listed in these tables
Target sequence (Q6W5P4 whole entry, looked up): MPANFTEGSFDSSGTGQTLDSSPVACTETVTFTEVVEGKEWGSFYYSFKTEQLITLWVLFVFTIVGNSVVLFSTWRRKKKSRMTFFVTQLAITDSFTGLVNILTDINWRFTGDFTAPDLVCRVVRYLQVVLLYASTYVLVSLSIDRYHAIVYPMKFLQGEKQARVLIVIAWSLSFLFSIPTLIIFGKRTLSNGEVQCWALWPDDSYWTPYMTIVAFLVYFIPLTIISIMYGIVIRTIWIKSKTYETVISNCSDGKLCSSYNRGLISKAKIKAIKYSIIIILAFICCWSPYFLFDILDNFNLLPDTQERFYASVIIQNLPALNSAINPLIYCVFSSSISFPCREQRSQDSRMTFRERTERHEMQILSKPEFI
ALDH1A1 block – qHTS Assay for Inhibitors of Aldehyde Dehydrogenase 1 (ALDH1A1) | Purified ALDH1A1, NADH fluorescence, propionaldehyde substrate | 220,000 tested, 7.3% active | AID 1030, 2008 | Aldehyde dehydrogenase 1A1 (Homo sapiens), P00352 | Potency, µM (top dose mostly 75.3 µM), for inactives: top-dose activity, negative = inhibition, usual class: inhibitors; active means well fitted inhibition curve with a large enough effect, not every such curve was filed as active; inconclusive means small, poorly fitted or top-dose-only effect, or another doubt; inactive means no such curve, though single readings can be large or run the other way;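 further: plate controls were no enzyme wells and a reference inhibitor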
aGal spleen mod – qHTS Assay for Inhibitors and Activators of Human alpha-Galactosidase From Spleen Homogenate. Alpha-galactosidase A (Homo sapiens), P06280. human spleen homogenate, 4MU-alpha-Gal fluorescence, 40 min. Potency, µM (doses to about 80 µM), for the others: at the highest dose activity change, negative = inhibition, actives largely listed as inhibitors. 240,000 tested, 0.008% active;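 further: 0% = enzyme with vehicle and -100% = no enzyme basal signal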
Target sequence (P06280 32-429 limits assumed): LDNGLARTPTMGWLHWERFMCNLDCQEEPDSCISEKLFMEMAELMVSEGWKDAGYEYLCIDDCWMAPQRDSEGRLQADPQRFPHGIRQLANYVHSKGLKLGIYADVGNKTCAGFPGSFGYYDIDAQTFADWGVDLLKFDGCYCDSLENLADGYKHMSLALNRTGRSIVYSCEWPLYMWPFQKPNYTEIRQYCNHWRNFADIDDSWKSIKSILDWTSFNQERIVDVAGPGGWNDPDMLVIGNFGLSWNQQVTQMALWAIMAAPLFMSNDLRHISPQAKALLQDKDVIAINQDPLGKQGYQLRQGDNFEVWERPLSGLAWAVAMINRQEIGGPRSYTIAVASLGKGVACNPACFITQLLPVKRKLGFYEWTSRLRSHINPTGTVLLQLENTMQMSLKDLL
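qHTS titration in buffer at pH 5.0. Alpha-galactosidase activity in spleen homogenate was measured via 4-methylumbelliferone release from 1 mM fluorogenic substrate after 40 min at 37C and a pH 10 stop. AC50 came from Hill fits of control-normalized data.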
GAA spleen mod – qHTS Assay for Inhibitors and Activators of Human alpha-Glucosidase From Spleen Homogenate; Lysosomal alpha-glucosidase (Homo sapiens), P10253; human spleen homogenate, 4-MU-alpha-glucoside fluorescence; Potency, µM (highest dose often 79.9 µM), inactives show top-dose activity change, negative = inhibition, actives largely listed as inhibitors; 240,000 tested, 0.006% active;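 further: 0% = enzyme with vehicle and -100% = no enzyme basal signal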
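AC50 values come from Hill-equation fits of concentration-response data, normalized to no-enzyme and full-activity controls. Enzyme source: 1 ug human spleen homogenate; 1 mM fluorogenic 4-MU glucoside, pH 5.0 citrate buffer, 37 C, 40 min.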
Tau fluor counter – Counterscreen qHTS for Inhibitors of Tau Fibril Formation, Fluorescence Polarization; tau K18 P301L Alexa594 fluorescence, heparin fibrillization; Potency, µM (series often up to 57.7 µM), for the others: at the top dose activity change, negative = decrease; 280,000 tested, 0.93% active; AID 1463, 2008; further: on the % scale 0 is the no-effect control and ±100 the full control effect; nearly all actives have a fitted effect of over 55% in size
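Human tau K18 P301L (15 uM unlabeled, 0.24 uM Alexa 594-labeled) in 100 mM sodium acetate pH 7 with 20 uM heparin, 6 hr at 37 C. ThT 30 uM added, 1 hr ambient; Alexa 594 FP and total fluorescence read at 555/632 nm.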
GAA glycogen – qHTS Assay for Inhibitors and Activators of Human alpha-Glucosidase Cleavage of Glycogen. Lysosomal alpha-glucosidase (Homo sapiens), P10253. recombinant GAA, glycogen substrate, Amplex Red glucose oxidase fluorescence. Potency, µM (doses to about 76.4 µM), inactives show at the top dose activity change, negative = inhibition, most hits filed as inhibitors. 300,000 tested, 0.38% active. AID 2100, 2009;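 further: 0% = full enzyme reaction and -100% = no-enzyme basal signal; the screen sought inhibitors and activators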
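Recombinant human enzyme (4 nM); glycogen substrate; 37 C, 40 min, pH 5.0. Readout: coupled glucose oxidase/Amplex Red fluorescence.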
Epigenetic reg – Quantitative High-Throughput Screen for Regulators of Epigenetic Control; Potency, µM (series often up to 53.9 µM), inactives show at the top dose GFP activation, usual class: activators; 280,000 tested, 0.2% active; murine LDR cells, GFP reporter derepression, 30 h; AID 1865, 2009; further: % of control where 0% means no effect; nearly all actives have a fitted effect of over 60% in size
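In this reporter-derepression format, murine cells bearing a silenced integrated CMV-GFP locus incubate with test compound (30 h, 37 C), then are washed and imaged; fluorescent objects of 20–120 um count as induced cells.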
* hit, by the source's call; u = inconclusive; x = not tested or not shown; & = joins results of further samples; [ ] = another dose, or the depositor's remark. Unless noted, the call rests on the fitted dose curve; in most records, active means well fitted curve in the direction sought with a large enough effect; inconclusive means small, poorly fitted or top-dose-only effect, or another doubt; inactive means no such curve, though single readings can be large; an effect the other way counts as inactive or inconclusive. Potency means the concentration at half of the fitted maximal effect. This is a subset. The share of hits here may be higher or lower than overall.

item	SMILES	GAA inhib	NPSR antag	ALDH1A1 block	aGal spleen mod	GAA spleen mod	Tau fluor counter	GAA glycogen	Epigenetic reg
1	Cn1c(=O)nc2n(Cc3ccccc3)c3cccc(Cl)c3cc-2c1=O	5%	0%	u	5%	-1%	-9%	16%	-1.0%
2	Cc1cc(C)c(NC(=O)C2CCCN2CCO)c(C)c1 (stereo unspecified)	-4%	1%[46.1 µM]	13%	-4%	-3%	4%	2%	-0.8%
3	Cc1ccc(C2C3=C(CC(C)(C)CC3=O)N=C3c4ccccc4C(=O)C32)cc1 (stereo unspecified)	-2%	-49%	-4%	1%	-16%	u	-22%	-0.9%
4	COc1ccccc1CC1(C)NC(=O)N(CC(=O)Nc2cc(C)on2)C1=O (stereo unspecified)	-13%	-2%[46.1 µM]	12%	-7%	-23%	-1%	5%	0.8%
5	CCN(CC)S(=O)(=O)c1ccc(-c2nnc(SCC(N)=O)n2CC)cc1	-6%	-15%	u	10%	7%	-6%	-10%	-0.1%
6	NC(=O)[C@H]1CC2(CC(c3cccc(NC(=O)COc4ccc(Cl)cc4)c3)=NO2)CN1C(=O)C(c1ccccc1)c1ccccc1 (stereo partly specified)	x	-34%	x	11%	4%	-24%	-2%	9.4%
7	CC(C)c1ccc(SCc2noc(C(=O)NCC3CCCO3)c2C(=O)O)cc1 (stereo unspecified)	-4%	-4%[46.1 µM]	u	-12%	-5%	-2%	10%	0.0%
8	O=C(Nc1ccc(S(=O)(=O)Nc2ncccn2)cc1)c1cnc(Cl)c(Cl)c1	5%	1%	0%	-1%	-2%	-5%	7%	0.0%
9	CN(C)S(=O)(=O)Oc1ccccc1C(=O)Nc1ccc(F)cc1	2%	6%	1%	-8%	0%	3%	11%	5.7%
10	O=C(O)CCC(=O)Nc1ccc(F)cc1	-2%	-1%[46.1 µM]	11%	-1%	-10%	-14%	1%	-1.9%
11	CCOc1ccc(C(=O)NCCC(=O)NCCCC(=O)O)cc1	-3%	1%[46.1 µM]	7%	-3%	0%	6%	-10%	0.0%
12	Cc1ccc(S(=O)(=O)N2CCN(CC(=O)NC3CCCc4ccccc43)CC2)cc1C (stereo unspecified)	u	u	0.45µM*	-6%	-7%	-6%	-22%	-8.2%

Record cards, as listed above:
CCN(CC)S(=O)(=O)c1ccc(-c2nnc(SCC(N)=O)n2CC)cc1 in the list: GAA inhib = -6%; NPSR antag = -15%; ALDH1A1 block = u; aGal spleen mod = 10%; GAA spleen mod = 7%; Tau fluor counter = -6%; GAA glycogen = -10%; Epigenetic reg = -0.1%
Cc1ccc(C2C3=C(CC(C)(C)CC3=O)N=C3c4ccccc4C(=O)C32)cc1 (stereo unspecified) in the list: GAA inhib = -2%; NPSR antag = -49%; ALDH1A1 block = -4%; aGal spleen mod = 1%; GAA spleen mod = -16%; Tau fluor counter = u; GAA glycogen = -22%; Epigenetic reg = -0.9%

Next structures
item	SMILES	GAA inhib	NPSR antag	ALDH1A1 block	aGal spleen mod	GAA spleen mod	Tau fluor counter	GAA glycogen	Epigenetic reg
13	O=C(Nc1ccccc1)OC1CCCCc2cccnc21 (stereo unspecified)	x	-5%	x	-8%	1%	-4%	5%	1.1%
14	COc1ccc(C(C(=O)NC2CCCCC2)N(C(=O)Cc2c[nH]c3ccccc23)c2ccccc2)cc1OC (stereo unspecified)	7%	-26%	2%	-9%	-4%	2%	-6%	0.0%
15	CCC(=O)N1CCN(c2ccc(NC(=O)c3ccc(Br)o3)cc2)CC1	-1%	-11%	-1%	-1%	4%	u	-1%	-2.0%
16	Cc1cccc(Cc2nnc(CCC(=O)N3CCCC(CN4CCOCC4)C3)o2)c1 (stereo unspecified)	1%	-2%	-1%	1%	1%	-10%	0%	-0.7%
17	Cc1ccc2[nH]c(CCN(C)C)c(CC#N)c2c1	u	1%[46.1 µM]	14%	3%	1%	0%	-3%	0.0%
18	CCn1c(SCC(=O)Nc2cc(C)nn2-c2ccccc2)nnc1-c1cccs1	x	-1%	x	-7%	5%	-2%	3%	0.0%
19	CCC(C)NCC(=O)Nc1cc(S(=O)(=O)N(CC)c2ccccc2)ccc1Cl (stereo unspecified)	-10%	-5%	19%	6%	8%	-3%	-1%	-1.3%
20	Cc1ccc2c(c1)nnn2C1CCN(CC(=O)c2ccc(Cl)cc2)CC1	-7%	-9%[46.1 µM]	-8%	-6%	-11%	3%	8%	-0.7%
21	CCOC(=O)CNC(=O)CSc1nccn1Cc1ccco1	12%	4%	-1%	-4%	-4%	-2%	20%	2.3%
22	Cc1c(C(=O)N(C)C)c2cc(Cl)ccc2n1O	-4%	1%	4%	9%	-10%	-4%	11%	0.1%
23	O=c1oc(-c2cccs2)nc2c1cnn2-c1ccccc1	u	u	u	1%	-10%	-7%	-16%	1.3%
24	Cc1noc(C)c1CN1C(=O)NC2(CCCCCCC2)C1=O	1%	-2%[46.1 µM]	u	6%	4%	-5%	-2%	0.0%

Fetched by compound from the list above:
item	SMILES	GAA inhib	NPSR antag	ALDH1A1 block	aGal spleen mod	GAA spleen mod	Tau fluor counter	GAA glycogen	Epigenetic reg
23	O=c1oc(-c2cccs2)nc2c1cnn2-c1ccccc1	u	u	u	1%	-10%	-7%	-16%	1.3%
24	Cc1noc(C)c1CN1C(=O)NC2(CCCCCCC2)C1=O	1%	-2%[46.1 µM]	u	6%	4%	-5%	-2%	0.0%
18	CCn1c(SCC(=O)Nc2cc(C)nn2-c2ccccc2)nnc1-c1cccs1	x	-1%	x	-7%	5%	-2%	3%	0.0%
19	CCC(C)NCC(=O)Nc1cc(S(=O)(=O)N(CC)c2ccccc2)ccc1Cl (stereo unspecified)	-10%	-5%	19%	6%	8%	-3%	-1%	-1.3%

Following part.
item	SMILES	GAA inhib	NPSR antag	ALDH1A1 block	aGal spleen mod	GAA spleen mod	Tau fluor counter	GAA glycogen	Epigenetic reg
25	CNC(=O)CSc1cn(CC(=O)N(C(C)C)C(C)C)c2ccccc12	4%	1%	-7%	1%	-10%	-1%	9%	-1.4%
26	CCN(CC)CCCNC(=S)N(Cc1cccnc1)Cc1cc2cccc(C)c2[nH]c1=O	-7%	-19%	u	5%	-7%	1%	-8%	1.2%
27	Cn1nc(C(=O)Nc2ccc(S(=O)(=O)Nc3ncccn3)cc2)ccc1=O	x	14%	x	-1%	5%	-10%	7%	0.0%
28	N[C@H](CCC(=O)N[C@H](CSN=O)C(=O)NCC(=O)O)C(=O)O	x	x	-12%	9%	6%	-22%	x	1.4%
29	COc1ccccc1CNS(=O)(=O)c1cc(C)ccc1OC	-9%	-7%[46.1 µM]	0%	9%	-4%	3%	-3%	-1.1%
30	CCOc1cc(C)c(Cl)cc1S(=O)(=O)n1ccnc1	-3%	-12%	-1%	0%	2%	-2%	2%	0.9%
31	Cn1cccc1/C=C1\CC(C(C)(C)C)C/C(=C\c2cccn2C)C1=O (stereo unspecified)	-5%	10µM*	u	-10%	-9%	-15%	-6%	2.8µM*
32	CCCNc1cc(=O)n(C)c(=O)n1C	0%	6%[46.1 µM]	14%	24%	4%	2%	1%	-3.3%
33	Cc1ccc(-n2nnnc2SCC(=O)N2CCc3ccccc3C2)c(C)c1	u	-18%[46.1 µM]	u	-6%	-4%	-5%	-3%	-0.8%
34	O=C(O)COc1ccc(-c2nnn(CC(=O)O)n2)cc1	-5%	-13%[46.1 µM]	7%	6%	4%	7%	-5%	0.0%
35	Cc1cc2cc(CNC(=O)c3cccs3)ccc2n1C	-3%	-27%	-10%	2%	2%	14%	4%	13%
36	C/C(CC(=O)NC1CCCC1)=N\NC(=O)Cc1cccs1	6%	-7%[46.1 µM]	4%	0%	-14%	8%	-4%	-1.1%
37	CCNc1nc(NCC)n2c(SCC(=O)Nc3ccc(F)cc3[N+](=O)[O-])nnc2n1	11%	3%	u	-17%	4%	-9%	-17%	0.0%
38	Cc1ccc(NC(=O)c2cc(=O)c3ccccc3o2)cc1S(=O)(=O)N1CCOCC1	x	-5%	x	2%	-2%	-27%	-6%	1.8%
39	Nc1ccc2c3c(cccc13)C(=O)NC2=O	x	u	-5%&-13%	2%&3%&-1%	2%&-2%&0%	-12%&-15%	x	18µM*
40	Cc1ccc(-c2nnc(Nc3ccc(C(=O)N(C)C)cc3)c3ccccc23)cc1S(=O)(=O)NCC1CCCO1 (stereo unspecified)	-5%	9%	1%	-10%	-7%	-7%	-3%	2.0%
41	C=C1CCC[C@]2(C)C[C@H]3OC(=O)[C@H](CNCCc4ccccc4OC)C3CC12 (stereo partly specified)	x	x	8.9µM*	1%	7%	-1%	x	1.1%
42	O=C(Cc1cccs1)N1CCC(c2nc3c(nnn3Cc3ccc(F)cc3)c(=O)[nH]2)CC1	1%	-25%[46.1 µM]	-6%	3%	-1%	0%	2%	-1.0%
43	Cn1ncc(Br)c1C(=O)Nc1ccc(Cl)cn1	2%	-4%[46.1 µM]	5%	-1%	4%	-5%	-10%	-2.2%
44	COC(=O)c1ccc(-c2noc(CN(Cc3nccn3C)C(C)C)n2)cc1	u	4%	-1%	-4%	-5%	2%	11%	1.7%
45	COc1ccc(/C=N/NC(=O)c2ccc3ccccc3c2)cc1OS(=O)(=O)c1ccc(NC(C)=O)cc1	0%	2%[46.1 µM]	u	0%	-18%	u	-12%	-2.3%
46	FC(F)(F)c1nnc2ccc(N3CCN(c4ccccc4)CC3)nn12	2%	-5%[46.1 µM]	3%	-2%	-3%	-28%	0%	-2.5%
47	COc1cccc2c(=O)c(SC(F)(F)C(F)C(F)(F)F)c(C)[nH]c12 (stereo unspecified)	-15%	0%[46.1 µM]	u	3%	3%	-5%	1%	0.9%
